Source: PubChem BioAssay
Yfh1-off respiration = enhancers of respiration in Yfh1-depleted yeast, dose response, Friedreich's ataxia, plus single-dose screen (AID 1465) | S. cerevisiae Yfh1-off respiration, WST-1 reduction, 72 h; higher fold induction means a stronger effect | fold induction at 50 µM; hits with a dose series show EC50 in µM | hit rate 0.074% among 220,000;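 active means fold induction of absorbance versus untreated yeast above a set limit, then at least 30% activation at any dose in follow-up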;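 further: activators that raise dye reduction in frataxin-depleted yeast; strong numbers were not always called active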
HEK293 NOD2/NF-kB = NOD2 signaling inhibitors, cell-based, luminescence, uHTS, HEK293 (AID 1566); one-dose inhibition, % at 4 µM; EC50 in µM for titrated hits; hit rate 0.63% among 290,000; HEK293 NOD2/NF-kB luciferase reporter, luminescence; higher % means a stronger effect; further: many of its hits are not listed in these tables
NTR1 agonist = NTR1-driven beta-arrestin-GFP spot formation – imaging, U2OS cells, high content, primary screen (AID 493036). hit rate 0.17% among 330,000. activation, % at 20 µM. agonist mode;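 active means activation at or above 40% of the spot to cytoplasm intensity ratio, with at least 20 cells analyzed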;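 further: 0% = DMSO without peptide and 100% = 100 nM NTR1 peptide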
Target sequence (P30989 whole entry, looked up): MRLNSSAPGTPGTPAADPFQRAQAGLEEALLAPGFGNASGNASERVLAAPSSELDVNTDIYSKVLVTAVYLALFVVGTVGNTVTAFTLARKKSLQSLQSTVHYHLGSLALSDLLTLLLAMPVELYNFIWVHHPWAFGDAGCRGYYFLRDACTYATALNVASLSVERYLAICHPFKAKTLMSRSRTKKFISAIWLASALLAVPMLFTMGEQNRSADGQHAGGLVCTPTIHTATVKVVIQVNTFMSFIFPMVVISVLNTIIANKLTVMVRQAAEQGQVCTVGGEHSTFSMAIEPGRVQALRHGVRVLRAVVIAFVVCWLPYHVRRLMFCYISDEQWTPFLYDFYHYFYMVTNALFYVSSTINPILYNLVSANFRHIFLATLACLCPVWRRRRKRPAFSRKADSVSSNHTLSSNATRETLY
GPR55 activation = GPR55 agonists via beta-arrestin recruitment, primary screen, imaging, U2OS cells, beta-arrestin-GFP redistribution (AID 1961); hit rate 0.048% among 290,000; activation, % at 10 µM; hits with a dose series show EC50 in µM; U2OS GPR55 beta-arrestin-GFP redistribution imaging; higher % means a stronger effect;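 active means activation above 40% with more than 50 cells counted in the well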;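 further: U2OS osteosarcoma cells stably expressing GPR55 and beta-arrestin-GFP; plate controls were DMSO negative control for no effect and LPI positive control for full effect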
ER stress rescue = protection against thapsigargin-triggered cell killing – 384-well, CSM14.1, ATP luminescence, primary screen (AID 1222); 190,000 tested, under 10 active; one-dose cellular ATP content (survival), % at 20 µM; EC50 in µM for titrated hits; CSM14.1 thapsigargin-induced death rescue, ATP luminescence; higher % means a stronger effect;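 active means EC50 below 50 µM in the dose-response confirmation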;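 further: death triggered by thapsigargin at about 15 µM added after 2 h compound pretreatment; cell ATP read after overnight thapsigargin exposure of roughly 18 to 22 hours; normalized against plate controls of thapsigargin alone and 5% DMSO vehicle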
TNAP activation fold = human TNAP enzyme activators, primary screen, biochemical, luminescent, no phosphate acceptor, uHTS (AID 1001); purified TNAP, luminescent activation assay, no phosphate acceptor; higher activation fold means a stronger effect; one-dose activation fold at 20 µM; EC50 in µM for titrated hits; hit rate 0.03% among 200,000; in the data active means activation fold from about 3, or a potency from the dose series; inactive means the rest, 99 in 100 with activation fold below about 1.6; further: many of its hits are not listed in these tables
KOR beta-arrestin-1 = KOR antagonists, beta-arrestin recruitment, cell-based, luminescence, uHTS (AID 1778) | hit rate 0.091% among 290,000 | inhibition, % at 10 µM, or IC50 in µM where a hit was titrated | KOR beta-arrestin recruitment, luminescence, antagonist mode; higher % means a stronger effect; further: strong numbers were not always called active
NOD1 inhibition = NOD1 signaling inhibitors, primary screen, cell-based, luminescence, uHTS (AID 1578); NOD1-driven NF-kB luciferase reporter cells, luminescence; higher % means a stronger effect; inhibition, % at 4 µM; hits with a dose series show EC50 in µM; hit rate 1% among 290,000; in the data active means inhibition mostly above about 36%, no sharp cut-off; inactive means mostly below about 34%;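 further: HEK-293T reporter cells stimulated with the NOD1 agonist gamma-tri-DAP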
KOR beta-arrestin-2 = kappa opioid receptor activators – cell-based, luminescence, uHTS, primary screen (AID 1777) | hit rate 0.02% among 280,000 | activation, % at 10 µM; hits with a dose series show EC50 in µM | KOR beta-arrestin recruitment, luminescence; higher % means a stronger effect; in the data active means activation above about 50%, passing the limit was not always enough; further: a part of the inactive calls stands beside numbers as strong as those of hits
NTR1 agonist cell count 20 µM = second read-out of NTR1 agonist, no call of its own (marks repeat the call); cell count; measured here: cell count, cytotoxicity flag
Numbers without * were called inactive; i = inactive; nt = not tested or not shown; [ ] = remark or other dose. Unless noted, no stated cut-off is given here; in the data, active means inhibition above about 50%; inactive means the rest.

SMILES	Yfh1-off respiration	HEK293 NOD2/NF-kB	NTR1 agonist	NTR1 agonist cell count 20 µM	GPR55 activation	ER stress rescue	TNAP activation fold	KOR beta-arrestin-1	NOD1 inhibition	KOR beta-arrestin-2
CCCCN(C)C(=O)c1nc2ccccn2c1CN1CCC[C@H]1C(=O)OC	i	0%	-1.4	33	0.3%	1.3%	1	-6%[20 µM]	-22%	nt
CCOC(=O)c1c(O)c2cc(Cl)ccc2n(CC)c1=O	i	-21%	2.5	42	-0.1%	nt	nt	15%	0%	3.3%
COc1ccccc1CNC(=O)CN1CCC(n2cnc3cc(F)ccc32)CC1	i	20%	1.2	60	0.2%	0.1%	1.1	-1%	-10%	-4.8%
O=c1cc(N2CCCCC2)c(-c2ccccc2)nn1Cc1ccc(F)cc1	i	-4%	7.5	60	0.0%	2.4%	1.1	-16%	-34%	13%
O=C(CSc1nnc(C2CC2)n1Cc1ccccc1)NCc1ccccc1	i	13%	-0.9	89	-0.1%	-1.4%	1.1	31%	-22%	-2.1%
COC(=O)c1ccc(C23CC4(C2)[C@H](CN(Cc2ccc(-c5ccccc5)cc2)[C@@H]4c2ccccc2)C3c2ccccc2)cc1 (stereo partly drawn)	i	5%	3.4	43	-0.1%	nt	nt	-12%	-2%	-2.8%
C/C(=N\NC(=O)c1ccncc1)c1cccc(NC(=O)c2ccc(C(C)(C)C)cc2)c1	nt	-112%	4.5	45	-0.2%	nt	nt	-14%	-13%	1.5%
COc1ccccc1CNc1nc2nc3c(c(=O)n2[nH]1)CCC3	i	19%	-1.3	78	-1.0%	1.0%	1	10%	-5%	0.3%
O=C(Nc1ccccc1[N+](=O)[O-])C1COc2ccccc2O1 (stereo not drawn)	nt	-42%	1.2	58	0.3%	nt	nt	-21%[20 µM]	-72%	-4.3%
Cc1ccc(S(=O)(=O)/N=C2/NC(=O)/C(=C/c3ccncc3)S2)cc1	i	1%	1.2	63	-0.2%	-2.0%	1	-14%	16%	5.6%
COc1ccc(Cl)cc1NC(=O)CSc1sc2c(O)cc(=O)[nH]c2c1C#N	nt	15%	-0.7	63	-0.2%	nt	nt	-11%	-16%	-5.5%
Fc1ccc(NC(=S)Nc2cccc3cnccc23)cc1	i	12%	1.2	60	-0.2%	0.7%	1	-65%	-4%	-1.0%
CC(=O)Nc1ccc(NC(=O)CCCc2c[nH]c3ccccc23)cc1	i	18%	-0.8	39	0.5%	-1.1%	1.1	4%[20 µM]	-19%	nt
O=C(CCCn1cc([N+](=O)[O-])cn1)Nc1cccnc1	i	5%	0.2	58	0.0%	nt	nt	-36%	-12%	0.2%
O=C(NC1CC1)C(Cc1ccccc1)NS(=O)(=O)c1ccccc1F (stereo not drawn)	nt	-18%	-0.1	75	-0.1%	nt	nt	-22%	-7%	1.8%
Cc1ccc(C(=O)CC(C(=O)O)n2ccc(C)n2)cc1 (stereo not drawn)	nt	-8%	-0.5	64	0.0%	-2.3%	1.1	32%	-26%	-1.5%
O=C(Nc1ccc(OCc2ccccc2)cc1)c1cccc([N+](=O)[O-])c1	i	-25%	-0.6	47	-0.2%	-2.8%	1.1	14%	-33%	39%
NC(=O)C[n+]1cccc(/C=N/O)c1	i	6%	0.2	66	-0.2%	-1.2%	1.1	-3%	-29%	3.5%
O=C(CCCN1C(=O)c2ccccc2C1=O)Nc1nccs1	i	2%	-0.7	55	-0.1%	-1.7%	1.1	-3%	-9%	-2.6%
CCC(C)NC(=O)CNC(=O)Cn1c(C)cc2ccccc2c1=O (stereo not drawn)	i	2%	-0.2	71	0.2%	-1.6%	1.1	26%	-15%	-2.0%
COc1ccccc1S(=O)(=O)N1CCC(C(=O)O)(c2ccccc2)CC1	nt	-24%	0.1	66	nt	nt	nt	-12%	14%	-2.1%
O=C(NNC(=S)NCc1ccco1)c1cccs1	i	12%	1.1	46	1.1%	1.9%	1.9	-17%	-2%	-9.9%
Cc1ccc(C(C(=O)NCc2ccco2)N(CCc2ccccc2)C(=O)Cn2nnc3ccccc32)o1 (stereo not drawn)	i	-20%	nt	nt	0.1%	0.8%	1.1	22%	-32%	14%
O=C(O)c1ccccc1C(=O)Nc1ccc(Oc2cccc3ccccc23)cc1	i	61%*	nt	nt	-0.1%	4.3%	1	-18%[20 µM]	48%	-7.7%
CCOc1ccccc1NC(=O)Nc1cccc(NC(C)=O)c1	i	-6%	0.8	72	-0.1%	nt	nt	4%	-9%	4.1%
COc1cccc(NCc2ccc([N+](=O)[O-])s2)c1	i	-27%	-0.6	59	-0.1%	0.3%	1.1	14%	14%	-3.6%
COc1ccc(C(=O)NCC(=O)NCC2(N(C)C)CCCCC2)cc1OC	i	12%	-1.5	73	-0.2%	-0.8%	1	-11%	-14%	-0.6%
Nn1cnnc1N/N=C/c1ccc(F)cc1	nt	-8%	1.8	65	0.5%	nt	nt	-51%[20 µM]	-12%	6.7%
CC(=O)Nc1n[nH]c(S(=O)(=O)Cc2ccc(Cl)cc2Cl)n1	i	17%	0.4	55	-0.2%	0.7%	1	-12%	-11%	-7.6%
COc1ccc(Cl)cc1N(CC(=O)NCCSc1ccccn1)S(=O)(=O)c1ccccc1	nt	-3%	-0.4	39	0.2%	nt	nt	-3%	-16%	0.5%
Cc1cc(C)cc(NC(=S)Nc2cccc3cnccc23)c1	i	28%	12	92	-0.4%	-0.1%	1.1	-59%	-5%	-0.6%
CCCOc1ccc(N2C(=O)CC(NCCc3ccc(S(N)(=O)=O)cc3)C2=O)cc1 (stereo not drawn)	i	29%	-0.9	87	0.3%	-1.0%	1	8%	6%	-7.2%
COc1ccc(S(=O)(=O)N2CCCN(CC(=O)Nc3ccc(OC)c(Cl)c3)CC2)cc1	nt	-9%	-3.0	43	0.2%	0.0%	1.1	-25%	20%	1.1%
Cc1ccccc1NC(=S)NCC1CCC(CNC(=S)Nc2ccccc2C)CC1 (stereo not drawn)	i	-6%	-1.1	33	-0.3%	nt	nt	24%	5%	-1.1%
Fc1ccc(C2=CC(c3ccc(Br)o3)n3ncnc3N2)cc1 (stereo not drawn)	i	6%	nt	nt	-0.2%	-0.4%	1	-18%	-11%	1.7%
Cn1c(=O)n(C)c2cc(NC(=O)COc3ccc(F)cc3F)ccc21	nt	18%	0.3	64	0.3%	nt	nt	-40%[20 µM]	-8%	-2.4%
CSCCC(NC(=O)c1ccc(Cl)cc1)C(=O)OCC(=O)Nc1cc(Cl)ccc1C#N (stereo not drawn)	i	-1%	0.7	55	0.2%	0.7%	1	2%	-19%	-2.3%
CCCn1c(O)c(N=NC(=O)CNC(=O)/C=C/c2ccc(OC)cc2)c2ccccc21	nt	19%	2.1	57	-0.1%	nt	nt	3%	-11%	4.6%
Cc1ccc(S(=O)(=O)Nc2ccc(C(=O)Nc3ccncc3)cc2)cc1	i	-68%	0.9	52	0.4%	0.7%	1.1	-28%	-16%	0.6%
OCC1OC(n2cnc3ccccc32)CC1O (stereo not drawn)	i	13%	0.1	38	0.0%	nt	nt	29%	5%	-0.7%
CC[C@@H]1CC=C[C@H]2[C@H]1C(=O)N(Cc1ccccc1)[C@H]2c1ccc(C(F)(F)F)cc1	i	20%	5.1	77	0.7%	nt	nt	4%	-2%	2.4%
Cc1nnc(NC(=O)c2ccccc2-c2ccccc2C(=O)O)s1	i	-17%	1.5	48	-0.1%	nt	nt	-13%	10%	4.2%
Cc1csc(NC(=O)c2nc(-c3ccccc3)n(-c3ccccc3)n2)n1	i	12%	2.8	74	-0.2%	1.9%	1.2	0%	17%	nt
C=CCN(C)CCCNC(=O)/C=N/O	i	-10%	nt	nt	-0.5%	-3.1%	1	-32%	-17%	-1.1%
Cc1cccc(-c2nc(CS(=O)CC(=O)N3CCc4ccccc4C3)c(C)o2)c1 (stereo not drawn)	i	-1%	4.3	67	-0.1%	2.9%	1.1	-7%	8%	1.3%
O=C(Cn1cnc2c(nnn2Cc2ccccc2F)c1=O)NCC1CCCO1 (stereo not drawn)	i	14%	1.9	44	-0.3%	0.1%	1.1	8%	-9%	8.1%
O=C(c1ccc2c3c(cccc13)CC2)N1CCOCC1	i	0%	-0.8	52	0.3%	-1.1%	1.1	30%	19%	5.8%
CC(=O)OCC(=O)Nc1ccc([N+](=O)[O-])cc1Cl	i	3%	-1.9	84	-0.3%	nt	1.1	-22%	-33%	-1.6%
CCOC(=O)C(NC(=O)Nc1cccc(C)n1)(OCC(F)(F)F)C(F)(F)F (stereo not drawn)	i	6%	-2.0	93	-0.1%	-0.6%	1.1	2%	-14%	-3.0%
CCCC(C(=O)NC1CCCC1)N(C(=O)Cn1nnc(-c2ccc(C)o2)n1)c1ccccc1OC (stereo not drawn)	i	16%	3.0	59	1.1%	3.7%	1.2	6%	-8%	0.1%
Following part
SMILES	Yfh1-off respiration	HEK293 NOD2/NF-kB	NTR1 agonist	NTR1 agonist cell count 20 µM	GPR55 activation	ER stress rescue	TNAP activation fold	KOR beta-arrestin-1	NOD1 inhibition	KOR beta-arrestin-2
CCN1CCN(c2cc(=O)n(C3CCCCC3)c(=O)[nH]2)CC1	i	-15%	-0.2	100	-0.1%	-1.4%	1.2	5%	-10%	-4.0%
CCCc1nnc(NS(=O)(=O)c2ccc(OC)cc2)s1	i	9%	-0.7	78	0.2%	-1.2%	1	15%	-41%	-0.2%
Cc1noc(C)c1C(=O)N1CCN(S(=O)(=O)c2cccc(Cl)c2Cl)CC1	i	16%	0.1	50	-0.3%	nt	nt	15%	-8%	5.1%
C(=N\Nc1nc(N2CCCCC2)nc(N2CCCCC2)n1)/c1c[nH]c2ccccc12	i	-44%	26	85	-0.1%	-1.1%	1	-22%[20 µM]	11%	-3.6%
CCc1ccccc1NC(=O)c1nnn(CC(=O)Nc2cccc(C)c2)c1N	i	5%	4.4	60	-0.2%	-1.3%	1.1	-3%	21%	1.0%

Only part of the results is shown; the hit share may differ from the screen's.
